Screens from PubChem BioAssay.
TbPYK inhibitor: blocks Trypanosoma brucei pyruvate kinase; TbPYK enzyme, Kinase-Glo Plus ATP luminescence, 45 min; Potency, µM (series often up to 76.8 µM), without a hit: at the top dose activity, negative = inhibition, actives largely listed as inhibitors; 410,000 compounds, 0.12% hits; note: potency is the fitted concentration of half-maximal effect; nearly all actives have a fitted effect of over 50% in size
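Enzyme and substrate buffer are dispensed first and compound is pin-transferred. ADP at 130 uM final then starts the reaction, which runs 45 min at room temperature. Detection reagent is added for 10 min before luminescence is imaged.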
AMA1 RON2 block: inhibitors of Plasmodium falciparum AMA1-RON2 interaction | 360,000 compounds, 0.2% hits | Potency, µM (doses to about 58.2 µM), for the others: at the top dose activity change, negative = inhibition, hits mostly inhibitors | AlphaScreen AMA1-biotinylated RON2 peptide binding | AID 720542;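 note: potency is the fitted concentration of half-maximal effect; 0% = vehicle wells and -100% = peptide control; nearly all actives have a fitted effect of over 45% in size; some results filed as inactive show a strong effect at the top dose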
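AMA1 (3D7) with his tag at 25 nM final met compounds first, then biotinylated RON2 peptide at 25 nM; detection used donor plus acceptor beads, 10 µg/mL apiece, read by AlphaScreen after 30 min at room temperature.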
HCMV antiviral: human cytomegalovirus inhibition; HFF cells, HCMV-luciferase reporter, 72 h; stronger effect = lower value; activity change, negative = inhibition, % at 57.5 µM; 410,000 compounds, 4.5% hits; AID 1259415; in the data active = activity change below about -60%; inconclusive = no clear call, values can overlap the other calls; inactive = above about -39%
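Luciferase read-out from HCMV-luciferase-infected HFFs (MOI 1 PFU/cell) 72 h post infection at 37C; compounds added after 16 h cell attachment; activity normalized between buffer-only basal and Salinomycin (10uM) inhibitor controls.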
AmpC inh detg: inhibitors of E. coli AmpC beta-lactamase with detergent. P00811. AmpC hydrolysis of nitrocefin, absorbance 480 nm, 0.01% Triton. Potency, µM (series often up to 114 µM), inactives show top-dose activity change, negative = inhibition, usual class: inhibitors. AID 485294. 370,000 compounds, 0.041% hits;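 note: potency is the fitted concentration of half-maximal effect; 0% = no-compound wells and -100% = no-enzyme wells; nearly all actives have a fitted effect of over 25% in size; some results filed as inactive show a strong effect at the top dose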
Target sequence (P00811 whole entry, looked up): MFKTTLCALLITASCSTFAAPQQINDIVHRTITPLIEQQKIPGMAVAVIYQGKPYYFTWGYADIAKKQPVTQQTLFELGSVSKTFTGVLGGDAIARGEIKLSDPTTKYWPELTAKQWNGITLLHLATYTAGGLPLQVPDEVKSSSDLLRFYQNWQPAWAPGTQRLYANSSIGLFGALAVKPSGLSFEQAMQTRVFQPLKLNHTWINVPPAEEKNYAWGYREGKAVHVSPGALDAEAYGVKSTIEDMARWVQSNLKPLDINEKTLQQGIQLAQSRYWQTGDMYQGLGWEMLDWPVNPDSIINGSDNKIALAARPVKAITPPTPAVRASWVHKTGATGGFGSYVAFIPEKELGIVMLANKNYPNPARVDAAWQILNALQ
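AmpC (5.3 nM in the dispensed reagent) in 20 mM phosphate pH 7.0 with 0.01% (detergent screen) or 0.0001% Triton X-100 was preincubated with compounds for 15 min at room temperature. Nitrocefin was then added from an 800 uM solution, and hydrolysis was followed at 480 nm.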
LmPK inh: blocks Leishmania mexicana pyruvate kinase activity; Q27686; AID 1721; Potency, µM (titrated, usually from 57.5 µM), inactives show at the top dose activity change, negative = inhibition, actives largely listed as inhibitors; purified LmPK, Kinase-Glo ATP luminescence, 1 h; 290,000 compounds, 0.37% hits; note: potency is the fitted concentration of half-maximal effect
Target sequence (Q27686 whole entry, looked up): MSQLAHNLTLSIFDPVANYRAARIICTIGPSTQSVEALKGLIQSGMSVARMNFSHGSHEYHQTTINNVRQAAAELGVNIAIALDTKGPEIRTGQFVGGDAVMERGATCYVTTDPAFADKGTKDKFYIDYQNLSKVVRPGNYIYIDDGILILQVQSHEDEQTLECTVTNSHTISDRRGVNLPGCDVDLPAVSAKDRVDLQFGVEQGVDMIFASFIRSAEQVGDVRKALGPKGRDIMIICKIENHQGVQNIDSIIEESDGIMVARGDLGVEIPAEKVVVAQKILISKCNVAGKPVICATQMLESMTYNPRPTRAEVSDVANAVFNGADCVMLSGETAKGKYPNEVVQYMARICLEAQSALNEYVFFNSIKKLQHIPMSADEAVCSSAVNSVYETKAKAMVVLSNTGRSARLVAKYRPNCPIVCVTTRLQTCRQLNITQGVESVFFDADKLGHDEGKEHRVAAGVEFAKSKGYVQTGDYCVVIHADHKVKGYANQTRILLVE
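0.1 nM LmPK, 0.5 mM PEP, 0.1 mM ADP; 50 mM imidazole pH 7.2, 7 mM MgCl2, 50 mM KCl; 1 h RT. Kinase-Glo luminescence readout, normalized to no-enzyme (full inhibition) and uninhibited wells.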
Sm TGR block: inhibitors of Schistosoma mansoni thioredoxin glutathione reductase. Potency, µM (top dose mostly 114 µM), inactives show at the top dose activity change, negative = inhibition, hits mostly inhibitors. 360,000 compounds, 3% hits. Q962Y6. purified TGR, DTNB reduction, TNB absorbance 405 nm; note: potency is the fitted concentration of half-maximal effect; nearly all actives have a fitted effect of over 60% in size
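First, TGR (20 nM dispensed) and NADPH were mixed with compound. Second, a 15 min room-temperature incubation followed. Third, further NADPH and then DTNB were added to start the reaction. Finally, TNB absorbance was monitored kinetically.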
AmpC no deterg: AmpC beta-lactamase inhibition without detergent; 330,000 compounds, 0.52% hits; Potency, µM (highest dose often 57.1 µM), without a hit: top-dose activity change, negative = inhibition, actives largely listed as inhibitors; P00811; AmpC nitrocefin hydrolysis, absorbance 480 nm, 0.0001% Triton;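 note: potency is the fitted concentration of half-maximal effect; plate controls were no compound for no effect and no enzyme for full effect; nearly all actives have a fitted effect of over 20% in size; some results filed as inactive show a strong effect at the top dose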
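AmpC (5.3 nM in the dispensed reagent) in 20 mM phosphate pH 7.0 with 0.01% (detergent screen) or 0.0001% Triton X-100 was preincubated with compounds for 15 min at room temperature. Nitrocefin was then added from an 800 uM solution, and hydrolysis was followed at 480 nm.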
* hit, by the source's call; ? = inconclusive; . = no result given; & = joins results of further samples; [ ] = dose if it differs, or a comment. Unless noted, calls come from the whole dose curve; as a rule, active = well fitted curve in the direction sought with a large enough effect; inconclusive = small, poorly fitted or top-dose-only effect, or another doubt; inactive = no such curve, though single readings can be large; an effect the other way counts as inactive or inconclusive. Unless noted, % is set by controls: 0 for no effect and ±100 for the full control effect.

Molecule	TbPYK inhibitor	AMA1 RON2 block	HCMV antiviral	AmpC inh detg	LmPK inh	Sm TGR block	AmpC no deterg
Cc1cccc(OCCSc2nnc(-c3ccoc3C)n2C)c1	8%	-4%	-14	?	0%	0%	-2%
CC(NC(=O)CN1C(=O)NC2(CCCCCC2)C1=O)c1ccccc1 (stereo unspecified)	?	-7%	-61*	6%	.	-1%	-9%
O=C(CCn1cccc1)Nc1ccccc1F	1%	-5%	1	-7%	-3%	?	-10%
COC(=O)Nc1sc(C(=O)N(C)C)c(C)c1C(=O)OC	2%	4%	7	-8%	-4%	0%	-5%
COc1ccc(-c2nc3ccccc3c(=O)n2-c2cccnc2)cc1	13%	-6%	-77*	5%	1%	-28%	-5%
CC(C)CCn1cnc2c1c(=O)n(C)c(=O)n2C	-1%	24%	-21	?	3%	-1%	-8%
CC(=O)N(C)c1ccc(NC(=S)Nc2ccc(C(C)C)cc2)cc1	-9%	36%[activator]	?	?	-1%	27%	-31%
COc1cccc(NC(=O)COc2ccc(C(=O)N3CCN(C)CC3)cc2)c1	1%	-3%	17	-2%	-2%	-1%	-4%
COc1ccccc1C(=O)Nc1cc2c(ccc3ccccc32)oc1=O	.	.	.	-5%	0%	-28%	-8%
O=C1ON=C(c2ccccc2)/C1=C/c1ccc(O)c(O)c1	-29%	46%[activator]	82	0%	?	5µM*	-22%
CNc1sc(C(=O)c2ccccc2F)c(N)c1-c1nc2ccccc2s1	.	17%	33	-6%	-4%	25µM*	-20%
COc1c(OC)c(O)c2c(=O)cc(-c3c(O)cccc3O)oc2c1OC	-2%	-6%	42	3%	20%	0%	-44%
CC(C)OC(=O)/C(=C/c1cccnc1)NC(=O)c1ccccc1	1%	?	-5	-1%	-3%	-5%	-14%
CC(C)CCNC(=O)CN(Cc1ccccc1)C(=O)CCC(=O)Nc1nccs1	-6%	3%	28	-5%	-2%	-23%	0%
COC(=O)c1ccc(C(=O)N2CCCC(CNC(=O)c3ccccc3Cl)C2)cc1 (stereo unspecified)	3%	12%	3	-2%	3%	-8%	-11%
Cc1cccc2nc(Cn3c(=O)n(-c4ccccc4)c(=O)c4c5c(sc43)CCC5)cc(=O)n12	2%	.	-5	19%	.	8%	.
CCOc1ccc(C(=O)NCc2ccco2)cc1OC	1%	3%	7	10%	0%	4%	3%
O=C(Nc1ccccc1)Nc1scc2c1c(=O)oc1ccccc12	12%	4%	69	2%	2%	8%	-13%
O=C(O)CSc1ccnc2cc(Cl)ccc12	-1%	13%	54	2%	3%	9%	-12%
O=C(NNc1cc(C(F)(F)F)ccc1Cl)c1ccc(=O)[nH]c1	9%	-9%	14	-6%	2%	-11%	-13%
Cc1ccc(N2C(SCC(=O)O)=NC(=Nc3cccc(C)c3)C23CCCC3)cc1	-1%	1%	5	-8%	0%	-12%	-15%
CCOC(=O)Cn1cc(C#N)c2cccc(CC)c21	1%	5%	-35	3%	-2%	9%	-10%
CC(O)CN1C(=O)C(CC(=O)Nc2ccc(Cl)cc2)SC1=Nc1ccccc1 (stereo unspecified)	-10%	7%	.	-10%	0%	18µM*	96%[activator]
CCOc1ccc(-c2nc(CN3CCCC(C(=O)N4CCOCC4)C3)c(C)o2)cc1 (stereo unspecified)	-16%	16%	18	-3%	-7%	-26%	111%[activator]
COc1ccc(CCNC(=O)CCCOc2ccc(Cl)cc2)cc1OC	0%	2%	-28	-3%	-7%	8%	68%[activator]
O=C(COC(=O)CNC(=O)c1ccccc1)NCc1ccc2c(c1)OCO2	4%	-7%	1	.	.	.	-25%
CCCCC(=O)Nc1ccc2c3c(cccc13)C(=O)N2CC	-7%	-3%	102	4%	3%	8%	-8%
O=C(CSc1nnc(-c2ccccn2)o1)Nc1ccccc1Cl	-1%	-21%	21	-5%	0%	-10%	-13%
COC(=O)c1ccc2nc(-c3cccc(Br)c3)c(Cc3ccc(OC)cc3C)n2c1	-4%	-2%	-21	.	.	.	.
Cc1ccc(-n2c(-c3ccco3)nc3c(cnn3-c3ccc(C)cc3)c2=O)cc1	4%&0%	-2%	-6&15	?	9%	-8%&-16%	-24%
NC(=O)C1CCN(CCC(=O)Nc2cccc(Cl)c2)CC1	4%	4%	10	-4%	-1%	-1%	-10%
COC(=O)c1cccc(C23CC4(C2)[C@H](CN(CC2CCCCC2)[C@@H]4c2ccccc2)C3c2ccccc2)c1 (stereo partly specified)	-4%	-6%	21	-9%	-2%	?	2%
N#Cc1cccc(C(=O)OCC(=O)NCc2ccco2)c1	1%	0%	-1	-8%	-8%	-25%	-21%
Cc1ccc(-c2nnc(Nc3cccc(Cl)c3)c3ccccc23)cc1S(=O)(=O)N1CCN(C)CC1	-2%	.	-35	7%	.	1%	.
O=C(COc1ccc(C(=O)NCCc2ccccc2)cc1)Nc1ccccc1	3%	-3%	3	?	4%	1%	-14%
COc1ccc(NC(=O)/C=C/c2ccccc2)c([N+](=O)[O-])c1	-5%	3%	-31	3%	1%	-2%	-27%
COc1ccc2c(c1OC)C(=O)N1N=C(c3ccc(Cl)cc3)CC21 (stereo unspecified)	-5%	8%	?	?	0%	-1%	-5%
CC(=O)c1ccc(N(CC(=O)NCc2ccc3c(c2)OCO3)C(=O)c2csnn2)cc1	-3%	8%	35	1%	-9%	6%	-23%
CC(C)n1ncc2c(C(=O)NCCc3ccc(F)cc3)cc(C3CC3)nc21	-22%	14%	-35	-1%	.	6%	-3%
CCOC(=O)C(=O)N1c2ccccc2C(N(C(=O)C(=O)OCC)c2ccccc2)CC1C (stereo unspecified)	-27%	?	21	2%	2%	3%	64%[activator]

Complete entries, quoted from the list. Order of screens: TbPYK inhibitor, AMA1 RON2 block, HCMV antiviral, AmpC inh detg, LmPK inh, Sm TGR block, AmpC no deterg
Results for CC(=O)c1ccc(N(CC(=O)NCc2ccc3c(c2)OCO3)C(=O)c2csnn2)cc1 : -3%, 8%, 35, 1%, -9%, 6%, -23%
Results for COC(=O)c1cccc(C23CC4(C2)[C@H](CN(CC2CCCCC2)[C@@H]4c2ccccc2)C3c2ccccc2)c1 (stereo partly specified) : -4%, -6%, 21, -9%, -2%, ?, 2%

Nothing new here: four of the compounds above.
Molecule	TbPYK inhibitor	AMA1 RON2 block	HCMV antiviral	AmpC inh detg	LmPK inh	Sm TGR block	AmpC no deterg
Cc1ccc(N2C(SCC(=O)O)=NC(=Nc3cccc(C)c3)C23CCCC3)cc1	-1%	1%	5	-8%	0%	-12%	-15%
CCOC(=O)Cn1cc(C#N)c2cccc(CC)c21	1%	5%	-35	3%	-2%	9%	-10%
CC(O)CN1C(=O)C(CC(=O)Nc2ccc(Cl)cc2)SC1=Nc1ccccc1 (stereo unspecified)	-10%	7%	.	-10%	0%	18µM*	96%[activator]
CCOc1ccc(-c2nc(CN3CCCC(C(=O)N4CCOCC4)C3)c(C)o2)cc1 (stereo unspecified)	-16%	16%	18	-3%	-7%	-26%	111%[activator]

(continued)
| mol | TbPYK inhibitor | AMA1 RON2 block | HCMV antiviral | AmpC inh detg | LmPK inh | Sm TGR block | AmpC no deterg |
| --- | --- | --- | --- | --- | --- | --- | --- |
| CCSc1nc(N)c(NC(=O)c2ccc(Br)o2)c(=O)[nH]1 | 2% | -18% | 25 | -14% | -5% | 4% | -8% |
| CCn1c(CNC(=O)c2cccc(C)c2)nnc1SCC(=O)Nc1cccc(OC)c1 | -2% | -9% | 12 | -2% | -2% | -14% | 11% |
| CCN1CCN(C(=O)/C=C/c2ccc(C)o2)CC1 | 0% | -6% | -35 | ? | -2% | ? | 7% |
| COc1ccc(-c2cn3c(n2)sc2cc(C(=O)NCCc4ccc(OC)cc4OC)ccc23)cc1 | -3% | . | . | 0% | . | -5% | . |
| CNC(=O)/C(C#N)=C/c1c(N2CCCCCC2)nc2c(C)cccn2c1=O | -3% | -6% | -37 | 3% | -1% | 4% | 49% |
| CCn1cc(CN2CCCC(C(=O)c3cccc(OC)c3)C2)c(C)n1 (stereo unspecified) | 1% | -4% | -12 | 0% | -6% | 4%[57.1 µM] | -4% |
| COc1ccc2nc(Cl)c(/C=N/Nc3ccccn3)cc2c1 | -1% | -2% | 28 | -9% | -8% | 0% | -10% |
| N/C(CC1CC1(Cl)Cl)=N\OC(=O)c1ccccc1 (stereo unspecified) | 5% | 12% | -4 | 2% | -1% | 2% | 21% |
| C[C@@H]1CN([C@@H](C)CO)C(=O)c2cc(NC(=O)Nc3ccc(F)cc3)ccc2O[C@@H]1CN(C)Cc1ccc(Oc2ccccc2)cc1 | -3% | ? | 10 | . | . | . | 89%[activator] |
| N#CC1=C(N)S[C@H](C(=O)C23CC4CC(CC(C4)C2)C3)[C@H]1c1ccncc1 | -24% | 5% | . | ? | 2% | -33% | -7% |
| C[C@H](CO)N1C[C@H](C)[C@H](CN(C)C(=O)c2ccc(N3CCN(C)CC3)cc2)OCc2cnnn2CCCC1=O | 3% | 4% | 25 | . | . | . | . |
| O=C(c1ccco1)N1CCN(C(=O)c2cc3sccc3n2Cc2ccccc2)CC1 | 2% | -11% | -71* | -14% | 12% | 0% | 93%[activator] |
| COc1cccc(/C=C/C(=O)OCC(=O)N2c3ccccc3CC2C)c1 (stereo unspecified) | -12% | -5% | -20 | . | . | . | . |
| COc1cc(OC)c(N(C)S(=O)(=O)c2cccc(C(=O)OCC(=O)N(C)C3CCCCC3)c2)cc1Cl | 8% | -6% | -32 | . | . | . | . |
| O=C(OCCN1CCOCC1)c1ccc(O)cc1 | 2% | 3% | 42 | ? | 0% | -4% | -5% |
| Cc1onc(-c2ccccc2)c1C(=O)NNC(=S)NC(=O)/C=C/c1ccccc1 | 0% | 13% | -15 | 8% | 3% | 2% | -17% |
